Sm TGR block: qHTS Assay for the Inhibitors of Schistosoma Mansoni Peroxiredoxins; Schistosoma mansoni thioredoxin glutathione reductase (TGR), Q962Y6; purified TGR, DTNB reduction, TNB absorbance 405 nm; Potency, µM (top dose mostly 114 µM), for the others: top-dose activity change, negative = inhibition, usual class: inhibitors; 360,000 tested, 3% active; AID 485364, 2010; also: potency is read from the fitted curve at half-maximal effect; % is scaled to controls: 0 for no effect and ±100 for the full control effect; nearly all actives have a fitted effect of over 60% in size
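TGR 20 nM + NADPH 100 uM (dispensed conc.), cpd preinc 15 min RT; start with NADPH (500 uM addition) then DTNB (15 mM addition). Kinetic TNB absorbance, 405 nm filter. Four-parameter Hill fit across titration.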
CHX counter: Cycloheximide Counterscreen for Small Molecule Inhibitors of Shiga Toxin. max response, %. 300,000 tested, 12% active. cell reporter, cycloheximide protein synthesis inhibition counterscreen; in the data active = max response mostly above about 13%, no sharp cut-off; inactive = mostly below about 14%; also: read at 38.3 µM for the half of the compounds with a filed dose; 0% is about no effect
Pf growth 96h: Primary qHTS for delayed death inhibitors of the malarial parasite plastid, 96 hour incubation; 320,000 tested, 6.9% active; AID 504834, 2011; P. falciparum luciferase reporter growth, 96 h; Potency, µM (titrated, usually from 28.7 µM), inactives show at the top dose activity change, negative = inhibition, actives largely listed as inhibitors; also: potency is read from the fitted curve at half-maximal effect; % is scaled to controls: 0 for no effect and ±100 for the full control effect
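Erythrocytes infected with luciferase-expressing P. falciparum were dispensed at 2% hematocrit and 0.05% parasitemia (final), then incubated with compounds 96 hours at 37 C in 5% CO2. Luminescence after detection reagent addition reported growth.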
Shiga inhibitor: A qHTS for Small Molecule Inhibitors of Shiga Toxin; Vero cells, Shiga toxin protein synthesis inhibition reporter; inhibition, % at 38.7 µM; 290,000 tested, 9.2% active; AID 2315, 2010; in the data active = inhibition mostly above about 28%, no sharp cut-off; inactive = mostly below about 43%; also: 0% is about no effect
Pf growth 48h: Primary qHTS for delayed death inhibitors of the malarial parasite plastid, 48 hour incubation; P. falciparum luciferase growth in erythrocytes, 48 h; Potency, µM (highest dose often 28.7 µM), for inactives: at the top dose activity change, negative = inhibition, most hits filed as inhibitors; 310,000 tested, 5.9% active; AID 504832, 2011; also: potency is read from the fitted curve at half-maximal effect; % is scaled to controls: 0 for no effect and ±100 for the full control effect
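Compounds are pin-transferred into medium, infected erythrocytes (2% hematocrit, 0.1% parasitemia final) are added, and plates sit one parasite generation at 37 C in 5% CO2. Detection reagent is then added and luminescence measured.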
FBPA Giardia inh: qHTS Assay for Inhibitors of Fructose-1,6-bisphosphate Aldolase from Giardia Lamblia | purified Giardia FBPA | Potency, µM (series often up to 59.6 µM), inactives show top-dose activity, negative = inhibition, hits mostly inhibitors | 290,000 tested, 0.71% active | AID 2451, 2010; also: potency is read from the fitted curve at half-maximal effect; % is scaled to controls: 0 for no effect and ±100 for the full control effect; nearly all actives have a fitted effect of over 55% in size
Target sequence (A8B2U2 whole entry, looked up): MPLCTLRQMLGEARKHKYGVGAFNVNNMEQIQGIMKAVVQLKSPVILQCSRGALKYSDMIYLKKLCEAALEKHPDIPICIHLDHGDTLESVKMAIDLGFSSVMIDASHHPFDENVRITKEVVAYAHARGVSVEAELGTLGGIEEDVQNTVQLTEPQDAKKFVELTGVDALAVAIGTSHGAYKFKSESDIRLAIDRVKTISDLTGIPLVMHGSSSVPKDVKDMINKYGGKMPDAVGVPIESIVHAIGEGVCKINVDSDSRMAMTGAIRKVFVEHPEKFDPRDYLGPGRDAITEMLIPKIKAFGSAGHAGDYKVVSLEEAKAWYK
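Giardia FBPA (40 nM reagent) was preincubated 10 min at RT with compound (up to 57.5 uM final), then substrate plus GAPDH/TPI/NAD/arsenate coupling system with diaphorase/resazurin was added; resorufin fluorescence (525/598 nm) was read after 20 min.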
* = called active by the depositor; u = inconclusive; x = not tested or not shown; & = joins results of further samples; [ ] = remark or other dose. Unless noted, calls follow the shape of the dose curve; as a rule, active = well fitted curve in the direction sought with a large enough effect; inconclusive = small, poorly fitted or top-dose-only effect, or another doubt; inactive = no such curve, though single readings can be large; an effect the other way counts as inactive or inconclusive.

Order of results – Sm TGR block | CHX counter | Pf growth 96h | Shiga inhibitor | Pf growth 48h | FBPA Giardia inh
1	CCN1CCN(C(=O)CSc2ccc(C)cc2)CC1
→ 2% | 16* | 1% | 52 | 15% | -10%
2	O=c1oc(-c2ccccc2NS(=O)(=O)c2ccc(F)cc2)nc2ccccc12
→ -2% | -3 | 36%[activator] | -6 | 48%[activator] | 7%
3	Cc1ccc2oc(C(=O)N3CCC(C(N)=O)(N4CCCCC4)CC3)c(C)c2c1
→ 0% | 1 | -4% | 1 | u | 9%
4	CCOC(=O)c1[nH]c(C)c(C(=O)Nc2ccc(C)cc2C)c1C
→ -6% | -2 | 1% | -5 | 3% | 5%
5	COC(=O)C(Cc1c[nH]c2ccccc12)NC(=O)C1CC1 (stereo not drawn)
→ -10% | -8 | 28% | 1 | 0% | -7%
6	O=C(CCC(=O)c1ccccc1)NCc1ccccc1
→ 4% | -1 | 37%[activator] | 17 | u | 3%
7	CC(C)CCn1c2ccccc2c2cc(CC(N)=O)ccc21
→ -17% | -2 | u | -4 | u | -5%
8	O=[N+]([O-])c1c(NCCCO)cc(Sc2ccc(Cl)cc2)c2nonc12
→ 5.6µM* | -1 | 37%[activator] | 9 | u | u
9	O=C(C1=C[C@H](C2CCCCC2)C[C@H](OCc2ccc(CO)cc2)O1)N1CCN(Cc2ccccc2)CC1
→ u | -2 | 12µM* | -3 | 5.2µM* | -21%
10	COc1ccc(CCNC(=O)/C(=C/c2cccnc2)NC(=O)c2ccccc2)cc1OC
→ 7% | 8 | -15% | 15 | -28% | -1%
11	CN(C)S(=O)(=O)c1ccc(Cl)c(C(=O)Nc2cccc([N+](=O)[O-])c2)c1
→ 7% | -1 | 1% | -11 | u | -1%
12	Nc1ccnn1Cc1cccs1
→ -6% | 1 | 439%[activator] | -5 | -7% | 4%
13	COc1ccc(F)cc1S(=O)(=O)Nc1ccc2c(c1)OCO2
→ -8% | -1 | -19% | -6 | -9% | -20%
14	Cc1cc(NC(=O)CCCn2ccc([N+](=O)[O-])n2)n(Cc2ccc(F)cc2)n1
→ -3% | 13 | -22% | -9 | 1% | -2%
15	CCc1nnc(NC(=O)CSc2nnc3ncccn23)s1
→ -18% | -2 | x | -1 | 10% | -4%
16	COc1ccc(/C=C/C(=O)c2cc(Br)ccc2O)cc1OC
→ 2% | -3 | u | 9 | -24% | -1%
17	COc1cccc(OC)c1OCCOCCn1cnc2ccccc2c1=O
→ -2% | 14 | u | -25 | -5% | 1%
18	CCC1CCCCN1C(=O)Nc1ccc(F)cc1 (stereo not drawn)
→ 9% | 2 | 8% | 21 | -10% | 1%
19	Cc1ccc(S(=O)(=O)n2nccc2-c2c(-c3ccc(Cl)cc3)noc2C)cc1
→ 1% | -1 | 0.37µM* | -3 | 0.66µM* | 5%
20	Cc1cc(C)nc(N/N=C/c2ccco2)n1
→ -13% | -2 | x | -36 | 31%[activator] | u
21	COc1ccc(C(=O)NC(=S)N2CCN(C)CC2)cc1Br
→ 61%[activator] | -3 | 45%[1.15 µM] | 2 | -21% | u
22	CC(C)(C)c1ccc(Oc2ccc(N)cn2)cc1
→ 13µM* | -5 | u | -16 | -20% | -5%
23	CC(=O)c1cn(CC(=O)NCc2ccco2)c2ccccc12
→ 1% | 28 | u | 130* | 67%[activator] | x
24	COC(=O)C1=C(C)NC2=C(C(=O)CC(C)(C)C2)C1c1cn(Cc2ccc(Br)cc2)nc1-c1ccccc1 (stereo not drawn)
→ 34% | 2 | u | -2 | 13µM* | -4%
25	CCN(CC)S(=O)(=O)c1ccc2c(c1)nc(-c1ccccn1)n2C
→ u | 23* | 66%[activator] | 83* | 87%[activator] | 3%
26	CCc1ccc(OCCOC(=O)Nc2ccccc2)cc1
→ 1% | -1 | u | 32 | 33%[activator] | 1%
27	Cc1cc(C)n2nc(SCC(=O)N(C)Cc3ccccc3)nc2n1
→ 3% | -2 | u | -6 | -3% | 7%
28	Cc1ccnc(Sc2ncccc2[N+](=O)[O-])n1
→ -2% | -4 | x | -26 | 12% | -1%
29	C[C@@H](C(=O)Nc1ccc2ccccc2c1)[C@H]1C[C@]1(C)[C@H](NP(=O)(c1ccccc1)c1ccccc1)c1ccccc1
→ -7% | -3 | 10µM* | 6 | u | 0%&-12%
30	O=C(NNc1nc(N2CCOCC2)nc(N2CCOCC2)n1)Nc1ccc(Cl)cc1
→ 5% | 10 | 26% | 19 | u | 6%
31	CCOC(=O)c1ccccc1NC(=O)c1cc2sccc2n1C
→ 10% | -1 | u | -6 | -12% | 1%
32	Cc1cc(C)n(-c2cc(Cl)cc(Cl)c2)c(=O)c1C#N
→ 1% | -1 | u | 10 | -8% | 3%
33	CCn1c2ccccc2c2cc(NC(=O)CSc3nnc(-c4cccc(OC)c4)n3N)ccc21
→ -13% | -1 | u | -10 | u | 7%
34	O=C(O)c1ccc(O)cc1O
→ -5% | x | u | x | 21% | x
35	CCOc1ccc(NC(=O)CC2C(=O)N(C)C(=S)N2Cc2ccco2)cc1 (stereo not drawn)
→ u | -4 | u | -13 | u | 1%
36	COc1cccc(OC)c1C(=O)N1CCN(S(=O)(=O)c2ccccc2)CC1
→ -1% | -4 | -30% | -5 | -22% | 5%
37	Cn1ncc(Br)c1NC(=O)Nc1ccc(Cl)cc1
→ 6% | -7 | -5% | -6 | -13% | 2%
38	CCOC(=O)C1=C(COC(=O)Cc2ccccc2)NC(=O)NC1C (stereo not drawn)
→ 1% | -3 | 16% | -29 | 16% | x
39	Cc1ccccc1N=C1c2cc([N+](=O)[O-])ccc2-c2ncccc21
→ -1% | 6 | u | -3 | 3% | -1%
40	C/C(=N\NC(=S)Nc1c(C)cccc1C)c1cc2ccccc2o1
→ 0% | -2 | 12µM* | -9 | u | 9%
41	CCc1nc(SCC(=O)NCc2ccco2)c2c3c(sc2n1)CCCC3
→ -6% | 11 | x | 14 | u | 4%
42	Cc1cc(OC(C)C(=O)N/N=C/CC(C)c2ccccc2)ccc1Cl (stereo not drawn)
→ 2% | 8 | x | -6 | -18% | 2%
43	O=C(c1cnc(-c2ccccc2)s1)c1ccc(Cl)cc1Cl
→ 8% | 12 | -22% | 10 | u | -1%
44	O=C(NNc1c2ccccc2nc2ccccc12)c1ccc(Cl)cc1
→ -9% | -7 | -1% | -11 | 13µM* | -5%
45	O=S(=O)(NC1CCCCC1Sc1ncccn1)c1ccccc1 (stereo not drawn)
→ -2% | -2 | 4% | -12 | -6% | -3%
46	CC(=O)Nc1ccc(NC=C(C#N)C#N)cc1
→ -2% | -4 | 16% | -10 | 16% | -8%
47	CCN(CC)CCCN(C(=O)c1ccccc1C)c1nc(-c2ccc(OC)cc2)cs1
→ 4% | -5 | -23% | x | u | -28%
48	COc1ccc(Cl)cc1S(=O)(=O)n1nnc2ccccc21
→ 1% | -6 | 5% | -9 | 10% | 0%
49	Cc1ccc(N2C(=O)C(Cl)=C(N3CCCCCC3)C2=O)cc1
→ 0% | 27* | -30% | 44 | 15% | -1%
50	CC(C)N(Cc1nc(-c2ccccc2)no1)C(=O)CN(C)S(=O)(=O)c1ccc(Br)cc1
→ 0% | -1 | u | -18 | -2% | -3%
51	Cc1c(C)c(C)c(C(=O)c2ccc(NC(=O)c3ccccc3C(=O)O)cc2)c(C)c1C
→ 1% | 4 | 7% | -3 | x | -1%
52	Cc1cccc(-c2nn(-c3ccccc3)cc2C(=O)NCC(c2cccs2)N2CCOCC2)c1 (stereo not drawn)
→ 10% | x | u | x | 13µM* | x
53	Clc1ccc(-c2nnc3n2CCCC3)cc1
→ -21% | 1 | 0% | -4 | 13% | 0%
54	Cc1ccccc1NC(=O)Cc1nc(CSc2nnc(C3CCCCC3)n2N)cs1
→ -10% | -3 | 7.4µM* | -24 | 13µM* | 1%
55	COc1ccc(/C(=N\O)c2nccc3cc(OC)c(OC)cc23)cc1OC
→ 7% | 9 | u | 7 | -3% | 5%
56	CC(NC(=O)CNC(=S)N(Cc1ccccc1)Cc1cccnc1)c1ccccc1 (stereo not drawn)
→ 5% | 11 | 23% | -8 | -12% | 1%
57	CCNC(=O)C1CCN(S(=O)(=O)c2ccc(F)cc2)CC1
→ 6% | 2 | 0% | 17 | u | 12%
58	COc1ccc(C(=O)NCc2cc(C)nc3ccccc23)cc1
→ x | 1 | 11% | 21 | 11% | 4%
59	O=C(CN1CCCCC1)N1CCN(c2ccccc2)CC1
→ -2% | -1 | 3% | -2 | 21% | 5%
60	Cn1c(CCNC(=O)c2ccccc2)nc2ccccc21
→ -1% | 7 | 14% | 7 | 22% | -3%

Reprinted: entries 48 to 50
Order of results – Sm TGR block | CHX counter | Pf growth 96h | Shiga inhibitor | Pf growth 48h | FBPA Giardia inh
48	COc1ccc(Cl)cc1S(=O)(=O)n1nnc2ccccc21
→ 1% | -6 | 5% | -9 | 10% | 0%
49	Cc1ccc(N2C(=O)C(Cl)=C(N3CCCCCC3)C2=O)cc1
→ 0% | 27* | -30% | 44 | 15% | -1%
50	CC(C)N(Cc1nc(-c2ccccc2)no1)C(=O)CN(C)S(=O)(=O)c1ccc(Br)cc1
→ 0% | -1 | u | -18 | -2% | -3%

New compounds follow:
Order of results – Sm TGR block | CHX counter | Pf growth 96h | Shiga inhibitor | Pf growth 48h | FBPA Giardia inh
61	COc1ccc(-c2nonc2NC(=O)c2ccco2)cc1OC
→ 0% | 1 | u | -8 | u | x
62	CC(=O)C1=C(C)NC2=C(C(=O)CC(C)(C)C2)C1C (stereo not drawn)
→ 8% | -3 | u | -14 | -11% | 2%
63	COc1ccc(NC(=S)Nc2ccccc2OC)c(OC)c1
→ x | 7 | 16% | 4 | 6% | -19%
64	O=C(CCNC(=O)C1CCN(S(=O)(=O)c2ccccc2)CC1)Nc1cccc(C(F)(F)F)c1
→ 7% | 16* | -30% | 20 | 0% | x
65	CC(C)N(Cc1nccn1C)C(=O)c1ccc2oc(Cc3ccccc3)nc2c1
→ 4% | 1 | 3% | 13 | u | -21%
66	CCOc1ccccc1NC(=O)NNC(=O)c1ccc2ccccc2c1
→ -11% | -2 | 38%[activator] | -3 | -17% | x
67	CC1(O)CC(c2ccc(Cl)cc2)=NN1C(=O)c1ccc([N+](=O)[O-])cc1 (stereo not drawn)
→ 2% | 3 | 35%[activator] | 9 | u | 5%
68	O=C(O)c1ccccc1C(c1ccc(O)cc1)c1ccc(O)cc1
→ u | -2 | -1% | 3 | -14% | 5%
69	O=C(OCc1nc2ccsc2c(=O)[nH]1)c1ccc(Cl)nc1
→ 3% | x | 30%[activator] | x | 18% | x
70	Cc1ccc(S(=O)(=O)N2CCN(C(=O)CCc3nc4ccccc4c(=O)[nH]3)CC2)c(C)c1
→ 6% | x | 12µM* | x | u | x
71	CNS(=O)(=O)c1cccc2cccnc12
→ -2% | -3 | -16% | 4 | x | -22%
72	O=C(O)c1cccc(NS(=O)(=O)c2cccc(C(=O)Nc3ccccc3[N+](=O)[O-])c2)c1
→ -5% | -3 | 127%[activator] | -2 | 4% | 11%
73	CCOc1ccc(S(=O)(=O)N(C)c2ccc(OCC(=O)Nc3nc(-c4cc(OC)ccc4OC)cs3)cc2)cc1
→ -1% | -2 | u | 13 | u | 0%
74	CC(=O)N1CCN(CCN=CC2=C(O)CC(c3ccco3)CC2=O)CC1 (stereo not drawn)
→ -23% | -2 | 21% | 18 | 2% | -20%
75	Cc1c(C(=O)NCc2ccc3c(c2)OCO3)oc2ccccc12
→ 0% | 1 | 14% | 11 | -15% | -7%
76	CCCCN1C(=O)C(C2c3ccccc3C(=O)N2Cc2ccccc2)C(=O)NC1=S (stereo not drawn)
→ 1% | -1 | -15% | -26 | -8% | 20%

Assay outcomes deposited in PubChem BioAssay by National Center for Advancing Translational Sciences (NCATS).
